Source: PubChem BioAssay (Sanford-Burnham Center for Chemical Genomics)
H9c2 TAG inh: inhibitors of triacylglycerol accumulation, primary screen, cell-based, uHTS, fluorescence, H9c2; H9c2 cells, Nile Red lipid (TAG) fluorescence; cells loaded with 200 µM oleic acid; inhibition, % at 12.5 µM; actives 0.66% (n = 230,000); AID 651582, 2012;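 active = pattern-corrected inhibition of lipid staining of at least 50% with the nuclear-stain viability signal not falling by more than 50%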;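 also: 0% = DMSO wells and 100% = triacsin C control wells; some results filed as inactive read as strong as hits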
H9c2 TAG inh DAPI viability: second read-out of H9c2 TAG inh, no call of its own (marks repeat the call); DAPI nuclei signal change (viability), lower = more cytotoxic, %;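 whole-well DAPI fluorescence read on a plate reader as a viability signal; minus 50 percent equals half of cells still viable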
The depositor's hits bear a star.

structure	H9c2 TAG inh	H9c2 TAG inh DAPI viability
Cc1ccc(S(=O)(=O)/N=C2/NC(=O)/C(=C\c3ccco3)S2)cc1	-10	7
N#C/C(=C\Nc1ccc(Cl)cn1)S(=O)(=O)c1ccccn1	12	-4
O=C(Nc1nc2ccccc2c(=O)s1)c1ccco1	18	-11
CCCCC(NC(=O)c1ccc(C#N)cc1)C(=O)NCCC (stereo unspecified)	19	-1
O=C(CCNS(=O)(=O)c1cccc2nonc12)NCc1cccs1	-10	11
O=C(NCc1ccccn1)c1ccccc1OCc1ccccc1Cl	-3	-6
Cn1c(=O)c2c(SCC(=O)NCC3CCCO3)nc(CC(C)(C)C)nc2n(C)c1=O (stereo unspecified)	16	4
O=S(=O)(CCc1nc2ccccc2o1)c1ccc2ccccc2c1	-9	6
COC(=O)c1ccc(C(=O)NN)cc1	-2	7
Nc1c(C(=O)NCc2ccc3c(c2)OCO3)nnn1Cc1cccc(F)c1	-11	-3
CCN(CC(=O)Nc1ccccc1C(F)(F)F)C(=O)Cc1sc(C)nc1-c1ccc(F)cc1	3	-7
CN1CCSc2ccc(C(=O)NCc3ccccc3F)cc21	3	21
O=C(Cn1cnc2c(NCc3ccccc3)ncnc21)NCc1ccc2[nH]ccc2c1	7	0
CCNC(=O)c1ccc(=O)n(Cc2ccc(Cl)cc2Cl)c1	4	-5
CCN(C(=O)COC(=O)CCc1ccccc1OC)c1c(N)n(Cc2ccccc2)c(=O)[nH]c1=O	-14	-4
Cc1c(NC(=S)N/C(=N/S(=O)(=O)c2ccc(Cl)cc2)c2ccccc2)c(=O)n(-c2ccccc2)n1C	-27	-6
COCCNC(=O)c1cc(S(=O)(=O)N(C)C2CCCCC2)ccc1Cl	-8	5
CC(C)N(Cc1cnn(C)c1)Cc1nc(COc2ccccc2)no1	4	-15
COc1cc(C(=O)OCC(=O)NCC2CCCO2)cc(OC)c1OC (stereo unspecified)	1	-2
C[C@H]1CN([C@@H](C)CO)C(=O)CCCn2cc(nn2)CO[C@@H]1CN(C)S(=O)(=O)c1ccc(C#N)cc1	-13	3
CCn1c(SCC(=O)NCC2CCCO2)nc2cc(S(=O)(=O)N3CCCCC3)ccc21 (stereo unspecified)	4	-12
Cc1cccc(N2CCN(C(=O)c3c(-c4ccccc4)noc3C)CC2)c1C	29	-15
Cc1cc(C)n(-c2ccc3cccc(NS(C)(=O)=O)c3n2)n1	-55	-4
C=CCn1c(Br)nc2c1c(=O)[nH]c(=O)n2C	-6	3
COc1ccccc1NC(=O)NNC(=O)c1ccc(-c2ccccc2)cc1	-15	-1
Nc1ncccc1C(=O)OCC(=O)N1CCN(S(=O)(=O)c2ccc(Cl)cc2)CC1	-35	4
COC(c1ccccc1)c1nnc(CCC(=O)NCCc2ccc(Cl)cc2)o1 (stereo unspecified)	-1	-8
CC(=O)c1ccc(NC(=O)c2ccc(N3C(=O)c4cccnc4C3=O)cc2)cc1	21	-15
CC(C)CN(C(=O)COC(=O)CNC(=O)c1ccccc1)c1c(N)n(Cc2ccccc2)c(=O)[nH]c1=O	-12	1
O=C(C[n+]1ccccc1)N/N=C/c1ccc(Cl)cc1	6	-10
O=C(N/N=C/c1sc(N2CCOCC2)nc1-c1ccccc1)c1ccc(O)cc1	5	7
Brc1ccccc1OCCCN1CCCCCC1	-9	1
CCCCN(C=O)c1c(CC)nc2ccc(C(=O)NCc3ccccc3OC)cn12	12	-12
O=C(CNC(=O)/C(=C\c1ccccc1)NC(=O)c1ccc(Br)cc1)OCc1ccccc1	5	-13
O=C(COc1ccccc1)NCCSCc1ccccc1Cl	-17	1
COc1ccccc1NS(=O)(=O)c1cc(NC(=O)c2ccccc2F)ccc1N1CCOCC1	23	0
COc1cccc(CNC(=O)C2CCCN(S(=O)(=O)c3c(C)n[nH]c3C)C2)c1 (stereo unspecified)	10	-9
COc1ccc(C(=O)NCC(=O)N2CCCC(C(F)(F)F)C2)cc1OC (stereo unspecified)	-6	2
O=C(NCC(c1ccco1)N1CCOCC1)c1ccc(F)cc1 (stereo unspecified)	9	-5
CC(CNC(=O)c1cc(COc2ccc3ncccc3c2)on1)c1ccccc1 (stereo unspecified)	-22	8
O=C(NCc1ccc(F)cc1)C(=O)c1cn(CC(=O)N2CCCC2)c2ccccc12	-6	2
Cc1cccc(OCCCN2C(=O)C(=O)c3cc(C)ccc32)c1	49	-30
Cc1ccc(C)c(N2CCN(C(=O)C3CCCN(S(=O)(=O)c4cnc[nH]4)C3)CC2)c1 (stereo unspecified)	9	-9
CCOC(=O)N1CCC(NC(=O)CCC(=O)N2CCOc3ccccc32)CC1	-4	-2
Cn1cnc([N+](=O)[O-])c1Sc1nc(N)nc2c1ncn2Cc1ccccc1	0	-9
CCN(CC)C(=O)CSc1nnc(CNc2ccc(F)cc2)o1	-16	14
C/C(=N\O)C(C)(C)Nc1cccc(Br)c1	-11	5
COc1ccc(S(=O)(=O)Cc2ccc(C(=O)N3CCN(c4ccccc4F)CC3)o2)cc1	-7	-3
COc1ccc(-c2nsc3c(N4CCN(C(=O)c5ccco5)CC4)ncnc23)cc1	-12	15
O=C(Cn1nnc2ccccc21)N/N=C/c1ccco1	-13	-1
COc1cnn(-c2ccc([N+](=O)[O-])cc2)c(=O)c1Cl	14	-11
CC(C)(C)c1ccc(Oc2ncccc2NC(=O)c2cccs2)cc1	-6	1
Nc1nnc(SCC(=O)N2CCN(c3ccccc3)CC2)n1-c1ccccc1	12	-19
O=C(Nc1ccccc1F)C1CCN(C(=O)Cc2ccccc2)CC1	10	-5
N#Cc1ccc(C23CC4(C2)[C@H](CN(CC2CCCCC2)[C@@H]4c2ccccc2)C3c2ccccc2)cc1 (stereo partly specified)	-16	18
NC(Cc1ccc(C(F)(F)F)cc1)c1csc(NC(=O)Nc2ccccc2Cl)n1 (stereo unspecified)	26	-10

More structures
structure	H9c2 TAG inh	H9c2 TAG inh DAPI viability
CC(C)N(C(=O)COC(=O)c1cccc(S(=O)(=O)N2CC3(C)CC2CC(C)(C)C3)c1)C(C)C (stereo unspecified)	-1	2
O=C(Nc1ccccc1NC(=O)c1ccccc1F)c1ccccc1F	-3	-3
COc1ccccc1CC(=O)N(Cc1ccccc1)c1cccc(C)c1	5	-3
CCC1(c2ccccc2)NC(=O)N(CC(=O)NC2CCCC2)C1=O (stereo unspecified)	-30	2
O=C(CSc1nc2ccc(Nc3nc(N4CCOCC4)nc(N4CCOCC4)n3)cc2s1)Nc1ccccc1Cl	62*	-2.9*
CCOC(=O)N1CCN(C(=O)c2ccc(Cl)c(S(=O)(=O)N3CCOCC3)c2)CC1	-6	-1
COc1ccc(S(=O)(=O)NCc2csc(-c3cccnc3)n2)cc1	-7	5
O=C(CNC(=O)c1cccc(F)c1)N/N=C/c1cc(Br)ccc1OC(=O)/C=C/c1ccco1	6	-22
Cc1ccc(C(=O)CCC(=O)OCC(=O)Nc2cc(S(=O)(=O)N(C)C)ccc2C)cc1	13	-2
CC(C)C(=O)N(Cc1ccc(F)cc1)Cc1nc2ccccc2c(=O)[nH]1	-6	0
COCCNC(=S)Nc1cc(S(=O)(=O)N2CCOCC2)ccc1N1CCCCC1	-3	-1
CN(C)c1ccc(NC(=O)COC(=O)CNC(=O)c2cccs2)cc1	-9	2
Fc1ccccc1-c1n[nH]c(=S)n1CC1CCCO1 (stereo unspecified)	4	2
Fc1ccc(N2CCN(c3ncnc4nc[nH]c34)CC2)cc1	2	2
COc1ccc(/C(C)=N\O)cc1OC	-5	6
O=C(OCC(=O)N1CCc2ccccc2C1)c1ccc(F)cc1Cl	2	-3
O=C(COC(=O)Cc1ccc(Cl)cc1Cl)Nc1ccc(OC(F)F)cc1	-3	2
COc1ccccc1NC(=O)C1=C(C)Nc2ncnn2C1c1cccs1 (stereo unspecified)	7	-1
CC(O)(c1cccc(F)c1)c1nc(-c2cccc3cccnc23)cs1 (stereo unspecified)	-4	7
CC(C)[C@H](NC(=O)OCc1ccccc1)C(=O)OCC(=O)NC1CCCCC1	-15	-5
O=C(COC(=O)c1cc[n+]([O-])cc1)Nc1cccc(F)c1	-2	-7
Cc1cc(CNCc2cn(C)nc2-c2ccc(Oc3ccccc3)cc2)on1	-5	1
CCOc1ccc(Oc2ccccc2NC(=O)CCNC(C)=O)cc1	6	-5
Cc1cccc(NC(=O)CS(=O)(=O)c2cn(C)c3ccccc23)c1	-14	-4
Cc1cc(OC(C)C)nc(NCc2ccccc2)n1	-153	-3
COC(=O)c1ccccc1NC(=S)NC(=O)c1ccc2c(c1)OCO2	3	-5
CSc1cccc(CN2CCN(CCC(C)C)C(CCO)C2)c1 (stereo unspecified)	-2	1
COCCNC(=O)C(c1ccc(Cl)cc1)N(CCOC)C(=O)CCC(=O)Nc1nccs1 (stereo unspecified)	17	5
CC(c1ccco1)N(C(=O)COc1ccc(Cl)cc1)c1ccccn1 (stereo unspecified)	16	-1
CC(C)C(NS(=O)(=O)c1ccccc1)C(=O)N1CCN(C(=O)c2ccco2)CC1 (stereo unspecified)	-10	-3
Cc1ccccc1NC(=S)NCc1cccs1	17	1
Cc1ccc(Cn2c(C)c(C(=O)NCc3cccs3)sc2=O)cc1	-5	-17
CC1(C(=O)Nc2ccccc2F)CCN1C(=O)Cc1cc(F)ccc1F (stereo unspecified)	-1	-4
CN(CC(=O)Nc1ccc(Cl)c(C(F)(F)F)c1)C(=O)c1ccc(OCC2CCCO2)cc1 (stereo unspecified)	-38	3
COc1ccc2c(c1)[C@H]1[C@H](CO2)[C@H](c2ccccc2)[C@]2(C)C(=O)Nc3ccc(Cl)cc3C(=O)N12	45	-23
c1ccc2c(-c3ccc4nncn4c3)cncc2c1	-3	-4
NC(=O)c1ccc(NC(=O)COC(=O)c2ccc3c(c2)OCCO3)cc1	-9	4
O=C(c1ccccc1)C(Nc1cccc([N+](=O)[O-])c1)c1ccccc1 (stereo unspecified)	1	4
CC(=O)Nc1sc2c(c1-c1nc3ccccc3s1)CCN(C(C)C)C2	92*	40*
O=c1c2ccccc2ncn1CCCSc1ccc(Cl)cc1	-15	-5
C[C@H](CO)N1C[C@H](C)[C@@H](CN(C)CC2CCCCC2)Oc2c(NC(=O)C3CC3)cccc2C1=O	11	-10
CC1(C(=O)NS(=O)(=O)c2ccccc2)CCN1C(=O)C1(c2ccccc2)CCCC1 (stereo unspecified)	9	4
COc1ccc(C(=O)Nn2cnnc2)cc1OC	6	-4
CN(CCN1CCOCC1)C(=O)C1CCC(=O)N(Cc2ccc(Cl)cc2)C1 (stereo unspecified)	-3	10
COc1cc(C(=O)NNC(=O)Cc2ccc(S(=O)(=O)N3CCOCC3)s2)cc(OC)c1OC	-1	-1
CC(C)C[C@@H](CNCC(=O)[C@H](CC(C)C)NC(=O)c1[nH]cnc1C(=O)N[C@@H](C)CN)NC(=O)c1nc[nH]c1C(=O)N[C@@H](Cc1ccccc1)C(=O)O	2	-6
O=C(CN1CCC(O)(c2ccc3c(c2)OCO3)CC1)NC1CCCCC1	-6	-1
COCCCNC(=S)N/N=C/c1cccc(OC)c1O	-22	6
COC(=O)c1ccccc1NS(=O)(=O)c1ccc(Cl)nc1	-9	-7
N#Cc1c(-c2ccccc2)cc(-c2ccccc2)nc1SCC(=O)NCC(=O)O	12	-8
COc1ccc(C(NC(=O)C2CCN(Cc3cc(OC)cc(OC)c3)CC2)c2ccccn2)cc1 (stereo unspecified)	27	-4
CCOC(=O)[C@@H]1[C@H]2COc3ccc(Br)cc3[C@H]2N2C(=O)N(c3ccc(C)cc3)C(=O)[C@]12C	8	-1
CCCN(CCC)CC(O)COc1ccc([N+](=O)[O-])cc1 (stereo unspecified)	1	24
C/C=C(\C)C(=O)Nc1cccc(C2=NOC3(C2)C[C@H](C(N)=O)N(C(=O)c2cc([N+](=O)[O-])cc([N+](=O)[O-])c2)C3)c1 (stereo partly specified)	0	1
COc1ccc(OC)c(-n2c(SCC(=O)Nc3cccc(S(N)(=O)=O)c3)nc3ccccc3c2=O)c1	-8	2
COc1ccc(CC(=O)Nc2ccc(-c3ccc4nnc(C)n4n3)cc2)cc1OC	58*	-1.3*
CC(=O)Nc1ccc(S(=O)(=O)N(C)CC(=O)OCC(=O)NC(C)C23CC4CC(CC(C4)C2)C3)cc1 (stereo unspecified)	-5	-11
O=C(c1ccccc1)c1ccc(C(=O)N2CCN(c3ccccc3)CC2)cc1	10	-7

This is a subset. The share of hits here may be higher or lower than overall.
